Source: PubChem (several laboratories)
E-sel TNF inh – E-selectin induction blockers in HUVEC – imaging, immunofluorescence, high content, primary screen. HUVEC TNFa-induced E-selectin immunofluorescence. inhibition, % at 2 µM. hit rate 0.71% among 120,000;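 active = inhibition above the batch mean plus 3 SD, and confirmed as a hit on visual image review, cut at about 43% in these data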;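 also: 0% = TNF-stimulated DMSO wells and 100% = unstimulated control wells; not every result past the cut was called active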
NPY-Y2 antag – NPY-Y2 receptor antagonists, primary screen, cell-based; NPY-Y2 expressing cells, antagonist mode; AID 793, 2007; hit rate 0.99% among 140,000; inhibition, % at 2.7 µM; in the data active = inhibition above about 17%;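 also: 0% = vehicle with agonist challenge and 100% = reference antagonist with challenge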
Target sequence (P49146 whole entry, looked up): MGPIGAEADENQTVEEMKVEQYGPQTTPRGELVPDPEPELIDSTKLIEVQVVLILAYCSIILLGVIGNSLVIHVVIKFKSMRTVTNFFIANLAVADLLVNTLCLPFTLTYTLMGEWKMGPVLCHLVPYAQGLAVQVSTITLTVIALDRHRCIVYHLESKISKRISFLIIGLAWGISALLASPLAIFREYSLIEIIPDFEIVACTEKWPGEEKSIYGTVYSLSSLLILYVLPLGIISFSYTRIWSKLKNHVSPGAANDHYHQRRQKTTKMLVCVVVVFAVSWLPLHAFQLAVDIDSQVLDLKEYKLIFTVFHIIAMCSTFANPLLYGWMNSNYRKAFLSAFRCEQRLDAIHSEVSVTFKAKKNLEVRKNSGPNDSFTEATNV
GALR2 blocker – GALR2 antagonists in receptor-expressing cells, primary screen; Galanin receptor type 2 (Homo sapiens), O43603; antagonist mode; inhibition, % at 4 µM; hit rate 0.39% among 140,000; in the data active = inhibition above about 27%;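 also: cells stimulated with galanin 1-16 at roughly its EC80; 0% = agonist challenge control and 100% = basal control without agonist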
Target sequence (O43603 whole entry, looked up): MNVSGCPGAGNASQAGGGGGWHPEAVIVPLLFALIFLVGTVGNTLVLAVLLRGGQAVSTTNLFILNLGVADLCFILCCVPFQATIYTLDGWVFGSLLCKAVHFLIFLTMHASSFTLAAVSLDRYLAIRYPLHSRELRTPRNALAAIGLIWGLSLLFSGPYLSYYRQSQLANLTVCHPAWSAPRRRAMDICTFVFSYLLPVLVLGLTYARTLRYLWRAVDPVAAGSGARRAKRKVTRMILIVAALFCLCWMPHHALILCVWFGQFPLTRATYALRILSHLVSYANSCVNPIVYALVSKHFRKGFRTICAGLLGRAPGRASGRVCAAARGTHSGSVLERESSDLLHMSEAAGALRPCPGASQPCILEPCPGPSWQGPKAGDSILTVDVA
Starred values were filed as active, the others as inactive; & = joins results of further samples. A portion of the library; the hit share may differ from the screen's.

compound,NPY-Y2 antag,E-sel TNF inh,GALR2 blocker
O=C(C1CCC1)N1CCc2cc(S(=O)(=O)N3CCc4ccccc4C3)ccc21,3.8,9.5,2.8
Cn1c(=O)c2c(nc(CN3CCN(c4ccccc4F)CC3)n2CCCc2ccccc2)n(C)c1=O,0.6,15.7,1.5
Cc1ccc(OCC(=O)Nc2cccc3c2CCCC3)cc1C,12.1,32.3,0.6
CCc1nnc2sc(-c3ccc(NC(=O)CSc4ccc(Cl)cc4)cc3)nn12,1.3,-21.7,8.5
Cc1ccc(OCC(=O)Nc2oc(-c3ccccc3)c(-c3ccccc3)c2C#N)cc1,10.0,-2.6,-10.7
Clc1ccc(Cl)c(-c2nn3c(Cn4cnc5ccccc54)nnc3s2)c1,2.6,-48.5,3.5
N#Cc1ccccc1NC(=O)c1ccccc1OCC(=O)Nc1ccc2c(c1)oc1ccccc12,-0.1,-4.5,3.3
Cc1cccc(-c2c3c(=O)n(C)c(=O)n(C)c3c3nnc4ccccc4n23)c1,1.1,40.7,7.0
CCn1c(SCc2cc(=O)[nH]c3ccccc23)nc2c1c(=O)n(C)c(=O)n2C,0.9,-21.9,-3.7
CCN(CC)C(=O)N1CCc2ccccc2C1CN1C(=O)c2ccccc2C1=O (stereo not drawn),8.0,11.7,12.0
O=S(=O)(c1ccc2oc3ccc(S(=O)(=O)N4CCCC4)cc3c2c1)N1CCCC1,2.0,-7.0,-11.1
CCOc1ccc(C2CC(c3ccc(Br)cc3)Nc3nc(N)nn32)cc1 (stereo not drawn),-0.6,-5.4,-1.5
CCN1CCN(c2ncnc3c2oc2nc(C)c4c(c23)CC(C)(C)OC4)CC1,2.2,-9.4,-1.0
COC(=O)c1oc2ccc(Br)cc2c1NC(=O)CN1CCN(C)CC1,6.0,11.8,0.8
CN1CCN(S(=O)(=O)c2cccc([N+](=O)[O-])c2)CC1,-0.1,7.0,-2.6
COC(=O)c1ccccc1NC(=O)c1ccc2c(c1)C(=O)N(Cc1ccco1)C2=O,-0.2,1.0,0.2
Cc1nnc(SCc2cc(=O)[nH]c(N3CCCCC3)n2)s1,0.1,-31.3,8.8
Cc1ccc(-c2nnc3sc(-c4ccc5c(c4)OCCO5)nn23)cc1,2.3,-10.2,1.9
Brc1ccc(-c2noc(CCc3ccccc3)n2)cc1,5.7,47.0,5.9
CCOc1ccc2c(c1)sc1nc(C(=O)OC)cc(=O)n12,-0.3,-23.1,-2.2
Cn1ncc(N=Cc2c(O)ccc3ccccc23)c1C(=O)N1CCOCC1,3.6,-10.6,-8.7
O=C(O)CSCC(=O)Nc1ccccc1,2.2,-11.0,-3.0
CCN(CC)C(=O)Cn1c(=O)n(Cc2ccccc2Cl)c2c1c(=O)n(C)c(=O)n2C,4.9,23.4,-8.5
Cc1c(=O)n(OCc2c(F)cccc2F)c2ccccc2[n+]1[O-],1.4,-16.1,0.1
Cc1cc([N+](=O)[O-])ccc1NCc1cccc2ccccc12,3.0,-1.8,0.1
CCOC(=O)Nc1ccc2c(c1)N(C(=O)CCN1CCN(CCO)CC1)c1ccccc1S2,-0.4,17.2,0.5
Cc1ccc2cc(CN(CCCN3CCOCC3)C(c3nnnn3Cc3ccco3)C(C)C)c(=O)[nH]c2c1C (stereo not drawn),7.0,4.6,0.9
Cc1ccc2[nH]c(=O)c(-c3noc(-c4ccncc4)n3)cc2c1,0.7,-6.6,-0.3
Cc1sc2nc(CN3CCOCC3)nc(N3CCC(C(N)=O)CC3)c2c1C,0.4,5.5,3.3
O=C(/C=C/c1ccco1)NC(=S)Nc1cccc(-c2nc3ccccc3s2)c1,2.0,7.0,4.0
O=C(CN1C(=O)C2CCCN2C(=O)c2ccccc21)Nc1ccccc1-n1cccc1 (stereo not drawn),3.1,4.2,0.3
CCN1C(=O)/C(=c2/s/c(=C3\SC(C)=C(C)N3CC)c(=O)n2CC)N(c2ccccc2)C1=S,-2.2,-2.0,8.4
CC(C)CCNC(=O)C(c1cccnc1)N(Cc1ccccc1)C(=O)Cn1nnc2ccccc21 (stereo not drawn),5.3,-6.4,6.4
Cc1ccc(-c2c3c(=O)n(C)c(=O)n(C)c3c3nnc4ccccc4n23)cc1,3.4,-1.2,-11.8
CCc1nnc(NC(=O)CN2CCN(c3ccc(Cl)cc3)CC2)s1,4.1,6.7,5.7
O=C(CSc1nnc(-c2cccs2)n1-c1ccccc1)N1CCc2ccccc21,2.6,-12.8,2.9
c1cc(-c2noc(-c3ccc4c(c3)OCO4)n2)ccn1,3.0,-15.9,9.7
COc1ccc(OC)c(CNC(=O)COc2cc(=O)n(C)c3ccccc23)c1,6.0,1.8,-12.2
CCOC(=O)c1ccccc1NC(=O)c1ccc(Cl)c(S(=O)(=O)N2CCOCC2)c1,4.3,-17.7,-10.3
Cc1ccc(C(=O)Nn2cnnc2)cc1[N+](=O)[O-],17.7*,4.3,5.2
Cc1cc(C)n(CC(O)COc2ccc(OCC(O)Cn3nc(C)cc3C)cc2)n1 (stereo not drawn),-1.0,3.9,-4.7
O=C(CCC(=O)N1CCc2ccccc21)N1CCc2ccccc21,0.9,6.2,4.4
C/C(=N\O)C(C)/[N+]([O-])=C/c1nc(C)c(C)n1O (stereo not drawn),2.5,-2.6,-6.9
Fc1ccc(NC(=S)N2CCCC2)cc1,-0.3,17.3,0.1
Cn1c(=O)c2c(nc(CN3CCc4ccccc4C3)n2CC(=O)c2ccccc2)n(C)c1=O,4.9,28.2,6.2
CCOCCn1c(CN2CCN(c3ccc(OC)cc3)CC2)nc2c1c(=O)n(C)c(=O)n2C,4.7,13.5,-1.6
CCOC(=O)c1sc(NC(=O)c2c(C)noc2C)c(C(=O)OCC)c1C,0.1,-15.6,5.6
CCOC(=O)N1CCC(NC(=O)Cc2ccc(-n3c(=O)[nH]c4ccccc4c3=O)cc2)CC1,10.4,-1.2,-4.1
Brc1ccc2[nH]c3nc(SCCN4CCOCC4)nnc3c2c1,4.8,5.1&-24.9,5.2
Cc1ccc(-n2c(-c3ccncc3)nnc2-c2cccs2)cc1,-0.8,17.8,1.7
Cc1cc(NC(=O)c2cnc3ccccn3c2=O)no1,1.9,-8.1,-1.3
CCN1CCN(C(=S)c2ccc(OCC(=O)Nc3ccc(OC)cc3)cc2)CC1,5.8,15.5,6.7
CN1C(C)(C)CC(NC(=O)CCC(=O)NC2CC(C)(C)N(C)C(C)(C)C2)CC1(C)C,-1.1,-3.7,2.9
Cc1cc(NC(=O)C23CCC(C)(c4nc5cc(Cl)c(Cl)cc5nc42)C3(C)C)no1 (stereo not drawn),0.0,19.9,11.5
COC(=O)c1sccc1NC(=O)C12CC3CC(CC(C3)C1)C2,-1.6,6.3,-7.1
CCCCN1C2CCCC1CC(NC(=O)N(C(C)C)C(C)C)C2 (stereo not drawn),1.9,12.4,12.0
CCCOc1ccccc1N/C(=N\S(=O)(=O)c1ccc(C)cc1)Nc1nc(C)cc(C)n1,0.0,0.1,-2.7
N=c1c(C(=O)NCc2ccco2)cc2c(=O)n3ccccc3nc2n1CC1CCCO1 (stereo not drawn),14.0,-20.6,11.5
Cc1ccc(C)c(NC(=O)CC(NCCCN2CCOCC2)C(=O)O)c1 (stereo not drawn),-0.1,11.3,-7.6
CC(=O)N1CCC(N(CCCOC(C)C)C(=O)Nc2ccc(Cl)cc2)CC1,-2.4,42.6,-1.0

Following part:
compound,NPY-Y2 antag,E-sel TNF inh,GALR2 blocker
CCCC(=O)NC(=S)Nc1c(C)cc(Br)cc1C,0.4,8.0,-2.9
O=C1CC(N2CCN(C3CCc4ccccc4C3)CC2)C(=O)N1c1ccccc1 (stereo not drawn),2.5,-20.1,-0.1
Cc1ccc2nc(NC3=NCN(Cc4ccc5c(c4)OCO5)CN3)nc(C)c2c1,2.0,-0.2,-5.4
CCOC(=O)c1ccc(COC(=O)c2ccc(-c3nnc(-c4ccccc4)o3)cc2)o1,6.6,-20.7,-6.9
CCOc1ccc(-n2c(SC(C)C(=O)OC)nc3c(c2=O)SCC3)cc1 (stereo not drawn),0.5,-8.2,4.0
O=C1c2ccccc2C(=O)N1CCCCN1CCN(CCCCN2C(=O)c3ccccc3C2=O)CC1,4.4,-14.8,-7.3
Cc1ccccc1Cc1c(C)nc2c(C(=O)N3CCN(Cc4ccc5c(c4)OCO5)CC3)cnn2c1C,5.2,0.1,6.5
COC(=O)c1sc2nc(N3CCCCC3)c3c(c2c1N)CC(C)(C)N(C)C3,-2.2,-6.9,-4.4
O=C(N/N=C/C=C/c1ccco1)C(O)c1ccccc1 (stereo not drawn),0.7,0.7,10.5
CC(C)Cc1cc(C(=O)O)c2ccccc2n1,4.9,8.2,-3.4
Cc1nc2ccc3nc(NC(=O)c4ccco4)sc3c2s1,-1.5,-8.5,2.4
CCN(CC)CCN1C(=O)C(O)=C(C(=O)c2ccc(C)o2)C1c1ccccn1 (stereo not drawn),3.4,4.8,-6.4
CC12CC3(C)CC(C)(C1)CC(C(=O)NC1=NCCS1)(C2)C3,-1.6,-26.4,5.1
COc1ccc(-c2nn3c(-c4cccc(C)c4)nnc3s2)cc1OC,3.6,-19.4,-9.4
O=C(c1ccc(COc2ccc3c(c2)CCC3)o1)N1CCN(c2ccccc2)CC1,11.3,-25.8,-9.2
CCc1nn2c(=O)cc(CSc3nc4sc5c(c4c(=O)n3C)CCCC5)nc2s1,-0.2,-7.8,2.6
CC1CCN(c2c(NCc3ccc(C(=O)NCC4COc5ccccc5O4)cc3)c(=O)c2=O)CC1 (stereo not drawn),1.4,43.8,7.8
COc1ccc2c(c1)c(=O)oc1c(C)c3occ(C)c3cc12,-0.7,-11.3,-16.5
Cc1ccc(NC(=O)C2(c3ccccc3)CCCC2)nc1,1.3,-6.3,12.9
Cc1ccc(Oc2ccc(OCC(=O)OC3CCS(=O)(=O)C3)cc2)cc1 (stereo not drawn),5.0,-14.7,-0.9

Quoted from the listing.
COc1ccc2c(c1)c(=O)oc1c(C)c3occ(C)c3cc12 in GALR2 blocker has -16.5
CN1CCN(S(=O)(=O)c2cccc([N+](=O)[O-])c2)CC1 in NPY-Y2 antag has -0.1

(cont.)
compound,NPY-Y2 antag,E-sel TNF inh,GALR2 blocker
Cn1c(=O)c2c(nc(N3CCOCC3)n2CCNC2=NCCC2)n(C)c1=O,-0.8,38.2,2.7
Cc1cccc(OCC(O)CNC(=O)c2ccccc2C(=O)O)c1 (stereo not drawn),4.4,46.4,-11.7
COC(=O)c1cc2c(=O)n3ccccc3nc2n(Cc2cccnc2)c1=N,-0.3,1.1,0.0
COc1ccc(S(=O)(=O)N2CCC(C(N)=O)CC2)cc1,0.7,10.4,17.8
CN(C)CCCCCCCCCCC(=O)/C=N/O,2.4,30.8,-3.1
COC(=O)c1c(N)n(-c2cc(OC)cc(OC)c2)c2nc3ccccc3nc12,0.5,-4.4,-14.8
O=C(CSc1nc2cccnc2n1Cc1ccccc1)N1CCc2ccccc21,2.3,-8.5,4.4
O=C(CN1CCOc2ccccc21)N1CCC(Cc2ccccc2)CC1,0.6,16.0,-7.7
O=C(O)c1ccc(-c2cccc(Cl)c2)o1,16.7,-4.5,-2.1
O=C1c2oc3ccc(F)cc3c(=O)c2C(c2ccc(F)cc2)N1CCCN1CCOCC1 (stereo not drawn),1.7,-7.2,-5.0
O=C(Nc1nnc(-c2cccs2)o1)c1cccc(F)c1,4.4,23.9,7.1
CC(=O)c1cnc(Nc2nc(C)c3cc(C)ccc3n2)nc1C,1.1,1.0,5.8
CC(=O)Nc1cc(C(F)(F)F)ccc1OCCOc1ccccc1,5.5,3.6,-8.1
Cn1c(=O)n(CC(=O)Nc2cccnc2)c2ccccc21,0.7,-9.0,-5.1
S=C(NCCSCc1ccc(Cl)c(Cl)c1)Nc1ccccc1,1.9,-30.5,-1.5
CCOc1ccc(N2C(=O)CC(N3CCN(c4ccc(C(=O)c5ccncc5)cc4)CC3)C2=O)cc1 (stereo not drawn),1.8,-5.8,-10.5
Clc1cccc2sc(-c3nnc(-c4ccccc4)o3)c(Cl)c12,-1.0,8.6,0.0
Cc1ccc(NC(=O)COc2ccccc2)c(NC(=O)c2ccccc2C)c1,3.7,-32.9,7.4
CC(CCc1ccccc1)NC(=O)CN1CCOc2ccccc21 (stereo not drawn),3.3,-12.7,5.2
Cc1ccc2ccc(C3C(=O)c4ccccc4C3=O)nc2c1,3.7,-23.5,-5.6
Cc1cc(C)cc(OCc2nc3ncc(Br)cc3[nH]2)c1,4.0,-5.9,-7.1
O=C(CSc1ncnc2c1oc1ccccc12)N1CCN(c2ccccc2)CC1,-2.4,-6.0,9.8
COc1cccc2cc(C(=O)NC3CC(C)(C)NC(C)(C)C3)c(=O)oc12,-3.7,11.4,-8.7
COc1ccc(-c2nn3c(-c4ccncc4)nnc3s2)cc1OC,0.2,-6.3,-8.4
COc1ccc(N/C=C/C(=O)c2ccc(C)cc2)c([N+](=O)[O-])c1,1.4,65.3*,-11.0
CN(C)c1ccnc2sc3c(=O)n(-c4ccc(Cl)cc4)cnc3c12,1.1,3.1,-10.8
CCc1nnc(NC(=O)CSc2nnc3scc(-c4ccc(C)cc4)n23)s1,2.9,-32.5,-1.4
